From PubChem BioAssay
TRPML3 ag: agonists of human TRPML3 channel | HEK293 TRPML3-YFP, Fluo-8 calcium fluorescence; 100% = the carbachol control signal | activation, % at 3 µM | actives 0.29% (n = 220,000);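 active means activation above its plate's cutoff, the mean activation of the plate's test wells plus 3 SD, cut at about 12% in these data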;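 further: 0% = DMSO only wells and 100% = carbachol wells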
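Material: HEK293 cells stably carrying human TRPML3-YFP; compound dosing: single dose, 3 µM final nominal compound, 0.3% DMSO final; incubation: 1-h 37 °C dye load, 5-s basal, 120-s post-compound reads; technique: Fluo-8 intracellular calcium fluorescence, excitation 470-495 nm, emission 515-575 nm; read-out basis: percent activation from peak-to-basal fluorescence ratio, scaled between DMSO and carbachol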
CHOP inhibitor: blocks CHOP induction under ER stress; AID 2732; actives 3.8% (n = 220,000); inhibition, % at 10 µM; CHO-K1 CHOP-promoter luciferase, tunicamycin-induced, 15-18 h;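 active means compounds that reduced the stress-induced luciferase reporter signal by more than about 70% of percent inhibition, limit read from the data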;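 further: 0% = tunicamycin plus vehicle and 100% = wells without tunicamycin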
NCF1 inh: inhibitors of human p47phox binding; AID 1274; actives 0.53% (n = 220,000); inhibition, % at 24.7 µM; P14598; p47phox/p22phox peptide binding, fluorescence polarization, 2 h;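 active means inhibition above about 30%, limit read from the data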;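 further: 0% = p47phox with labelled peptide and 100% = labelled peptide alone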
Mdm2 ligase inh: Mdm2 E3 ligase (human) inhibition. cell-based MDM2 ubiquitination luciferase reporter, 2 h; 0 = plate control, 100 = twice control, blank-subtracted. actives 0.11% (n = 210,000). Q00987. signal enhancement, % at 5 µM. AID 1230;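 active means signal enhancement of 30% or more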;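 further: luminescence tracks abundance of the self-degrading MDM2-luciferase fusion protein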
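Buffer or medium: Cells held in DMEM | Assay system: Stable mammalian line carrying autodegrading MDM2–luciferase fusion reporter | Quantity: 2000 cells/well | Times: 4 h settle plus 2 h compound, 37 °C | Doses: One concentration, 5 µM, with 0.2% DMSO | Technique: Luminescence with SteadyLite reagent, 15 min at room temperature | Benchmarks: Plate controls and plate blanks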
EBV gp42 inh: blocks Epstein-Barr virus glycoprotein 42 binding; Q1HVG2; Fluorescence polarization binding assay, mP read-out; inhibition, % (tested at 21.74 µM); actives 0.42% (n = 220,000); in the data active means inhibition above about 50%
Target sequence (Q1HVG2 whole entry, looked up): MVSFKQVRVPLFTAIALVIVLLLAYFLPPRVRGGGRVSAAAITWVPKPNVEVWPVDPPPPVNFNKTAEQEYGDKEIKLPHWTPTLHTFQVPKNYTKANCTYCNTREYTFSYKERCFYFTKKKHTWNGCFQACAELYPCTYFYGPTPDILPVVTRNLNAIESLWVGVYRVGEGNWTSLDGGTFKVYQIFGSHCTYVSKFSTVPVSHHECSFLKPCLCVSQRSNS
TRPN1 ag: agonists of zebrafish TRPN1 channel; AID 1424; HEK293 zebrafish TRPN1-YFP, Fluo-8 calcium fluorescence; 100% = response to 87 µM carbachol; actives 0.18% (n = 220,000); activation, % at 3 µM;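 active means activation above its plate's cutoff, the mean activation of test wells on that plate plus 3 SD, cut at about 19% in these data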;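 further: 0% = DMSO alone and 100% = 87 µM carbachol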
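Material: zebrafish TRPN1-YFP in HEK293 cells. Doses: one dose of 3 µM, 0.3% DMSO. Incubation: dye 1 h 37 °C plus 30 min RT. Measured by: intracellular calcium fluorescence with Fluo-8.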
Runt-SMMHC FRET: blocks binding of human RUNX1 Runt domain to CBFb-SMMHC; Q01196+Q13951; Cerulean-Runt/Venus-CBFb-SMMHC FRET ratio 530/480, 1 h; inhibition, % at 20 µM; actives 0.74% (n = 220,000);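 active means mean inhibition across duplicate retests at 20 µM reaching about 50%, limit read from the data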;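 further: 0% = DMSO wells and 100% = wells with excess untagged CBFb-SMMHC; inhibitors lower the FRET ratio by blocking Runt binding to CBFb-SMMHC; some results filed as inactive read as strong as hits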
Target sequence (Q01196 whole entry, looked up, the tested form may be a part): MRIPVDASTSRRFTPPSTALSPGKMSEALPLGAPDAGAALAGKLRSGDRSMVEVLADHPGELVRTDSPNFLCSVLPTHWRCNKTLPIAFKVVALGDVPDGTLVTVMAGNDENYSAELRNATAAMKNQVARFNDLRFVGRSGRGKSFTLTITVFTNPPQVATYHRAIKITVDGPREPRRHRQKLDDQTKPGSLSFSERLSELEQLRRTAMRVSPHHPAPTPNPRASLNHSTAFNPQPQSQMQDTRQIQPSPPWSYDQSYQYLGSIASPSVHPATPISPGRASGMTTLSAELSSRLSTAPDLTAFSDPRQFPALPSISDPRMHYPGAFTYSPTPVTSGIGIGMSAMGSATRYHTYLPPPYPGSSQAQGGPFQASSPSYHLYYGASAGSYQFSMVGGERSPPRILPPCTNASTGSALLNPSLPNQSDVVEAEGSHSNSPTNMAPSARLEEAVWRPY
Target sequence (Q13951 whole entry, looked up, the tested form may be a part): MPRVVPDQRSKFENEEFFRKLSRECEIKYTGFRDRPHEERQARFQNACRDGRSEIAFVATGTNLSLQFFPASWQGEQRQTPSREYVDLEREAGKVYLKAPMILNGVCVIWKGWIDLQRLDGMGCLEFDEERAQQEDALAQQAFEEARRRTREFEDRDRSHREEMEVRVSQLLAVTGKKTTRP
TNF death inh: inhibitors of TNF-alpha induced necroptosis in Jurkat FADD-/- cells; Jurkat FADD-/- TNF necroptosis rescue, ATP luminescence, 24 h; 0 = TNF only, 100 = no-TNF cells; actives 0.068% (n = 220,000); activation (protection from cell death), % at 10 µM; AID 463075;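 active means activation, meaning protection from cell death, of at least 50% relative to plate controls; inactive means activation below 50%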;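 further: necroptosis triggered by 40 ng/mL TNF-alpha added together with compound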
PPC-1+TRAIL kill: compounds killing PPC-1 cancer cells with TRAIL present (potentiator screen, no TRAIL-free arm) | PPC-1 cells + TRAIL, ATPLite viability luminescence | actives 0.41% (n = 220,000) | cell killing (% activity), % at 4 µM | AID 1443;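 active means cell killing above 50% in the first pass at 4 µM, then a duplicate retest at 5 µM averaging 50% or more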;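 further: plate controls were cells with TRAIL plus DMSO for no effect and medium-only wells lacking cells for full effect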
The depositor's hits bear a star; nt = not tested or not shown; + = active, no number.

SMILES	PPC-1+TRAIL kill	EBV gp42 inh	CHOP inhibitor	NCF1 inh	Runt-SMMHC FRET	Mdm2 ligase inh	TNF death inh	TRPML3 ag	TRPN1 ag
O=C(O)COc1ccc(=O)n(-c2ccccc2)n1	11	-11	2	8	0	-6	0.3	1.5	1.2
Cc1ccc(C(C(=O)NCc2ccco2)N(Cc2ccco2)C(=O)CNC(=O)c2ccco2)cc1 (configuration not stated)	11	-6	20	67*	-2	27	-1.6	-0.1	-0.3
CCN(CC)C(=O)C1CCCN(C/C(C)=C/c2ccccc2)C1 (configuration not stated)	8	5	1	-5	-2	-3	0.1	0.6	-0.6
Cc1ccc(Nc2nc(N)nc(CC#N)n2)cc1	27	-12	-42	-13	4	-10	-1.4	0.1	2.8
CCOC(=O)Cn1c(S(=O)(=O)Cc2cccc(F)c2)nc(-c2ccccc2)c1-c1ccccc1	5	-10	22	-4	-3	-12	-6.7	-0.3	0.5
Cc1c2cnn(CC(=O)Nc3cccc(C(F)(F)F)c3)c(=O)c2c(C)n1Cc1ccccc1F	7	-27	15	-66	2	-21	0.9	0.5	0.4
Cc1ccc(C)c(-n2c(SCC(=O)NCC3CCCO3)nnc2-c2ccoc2C)c1 (configuration not stated)	12	-11	6	-21	9	-9	-3.3	-0.2	1.4
Cc1nn(-c2ccccc2Cl)c(Cl)c1/C=N/Nc1nc2ccccc2s1	46	-14	97*	-113	7	-82	0.8	0.8	0.2
COc1ccc(CCN2CNc3c(c(=O)n(C)c(=O)n3C)C2)cc1	3	-22	3	-6	-1	1	-0.3	0.8	1.0
CC(NC(=O)c1ccc(OC2CCN(Cc3ccccn3)CC2)cc1)c1ccccc1 (configuration not stated)	-19	-2	31	-4	-7	4	1.1	1.4	0.6
COc1ccccc1N1C(=O)C(Cl)=C(Nc2ccccc2O)C1=O	1	-19	-5	7	15	-11	2.9	0.9	0.5
CC(=O)Nc1ccc(Cc2nc3c([nH]2)c(=O)n(C)c(=O)n3C)cc1	3	-4	0	2	-2	-7	1.8	-0.1	2.8
CC(C)N(C(=O)c1ccc2nc(-c3ccccc3)c(-c3ccccc3)nc2c1)C(C)C	14	-1	41	-11	2	4	1.4	84*	-1.0
COc1ccc(N2C(=O)C(CC(N)=O)N(NC(=O)CCc3ccccc3)C2=O)cc1 (configuration not stated)	16	-20	4	-9	-6	0	0.1	0.5	1.6
Cc1cc(NC(=O)COC(=O)CCCOc2ccc(Cl)cc2C)no1	28	-20	-20	5	-3	0	-0.2	-1.1	-0.7
O=C(NC1CCCC1)C1CCC(=O)N1C1CCCCC1 (configuration not stated)	nt	3	-1	0	-1	-8	0.3	1.5	0.8
CC(C)OC(=O)CC(=O)CSc1nc2c(cc1C#N)CCCCC2	27	2	46	-8	71*	-12	0.1	-0.3	0.4
COCCn1c(SCC(=O)c2ccc(F)cc2)nnc1C(C)C	22	-4	3	-1	-4	-6	1.0	0.6	1.5
O=C(/C=C/c1ccccc1)NC(=S)NNC(=O)c1cnccn1	-6	-20	60	-15	2	-6	-12	-0.3	-1.0
N#Cc1c(SCC(N)=O)nc2c(c1-c1ccc(O)cc1)CCCC2	3	111*	18	-15	-9	-2	-1.7	-0.7	-1.1
COc1cccc(C(=O)NCC2(c3ccccc3)CCCC2)c1	19	-7	22	-3	0	nt	-1.2	-0.9	-2.9
O=C(CNC(=O)c1ccccc1F)NCCOc1cccc(Cl)c1Cl	17	-9	26	1	-1	-8	1.6	0.4	0.2
C=C1CC2C3CC[C@@]4(OCOC45COCO5)[C@@]3(C)C(O)CC2[C@@]2(C)CCC(=O)C=C12 (some centres not stated)	11	5	38	-1	1	-8	-1.0	-0.1	0.1
NC(=O)CN1N=C(c2cc(Cl)sc2Cl)CSC1=O	2	-12	18	-3	-6	-4	-2.2	0.6	1.0
Cc1ccc(OCCCC(=O)Nc2nccs2)cc1	13	-5	41	-13	0	-7	-0.9	-0.6	0.4
Cc1ccc(CSc2nc3ccccc3c(=O)n2CCCC(=O)NCc2ccco2)cc1	6	-18	38	-19	0	-23	0.7	1.0	1.0
O=C(NCCc1csc(-c2ccccc2)n1)c1c(F)cccc1F	10	-7	20	-4	-2	-4	1.3	1.6	-0.1
Cc1cc(C)n(-c2nc(SCC(=O)O)c3c4c(sc3n2)CCCC4)n1	1	-2	10	-4	0	-12	0.8	0.0	1.1
O=C(O)c1cc(N/N=C2/CC(c3ccccc3)Oc3ccccc32)ccc1Cl (configuration not stated)	10	-21	-4	-9	-2	-2	2.3	0.3	-1.0
COC(=O)CC1C(=O)NCCN1C(=O)CSc1nc2ccccc2c(=O)n1CC(C)C (configuration not stated)	13	-4	26	0	-6	-14	-0.2	-0.7	0.4
CC(=O)c1ccc(NC(=S)Nc2ccc(N3CCOCC3)cc2)cc1	-2	-7	4	-1	-1	17	-0.2	0.4	-0.4
Cn1ncc(N=Cc2ccccc2O)c1C(=O)N1CCOCC1	23	-5	28	+	-1	-8	-2.0	0.9	-0.6
Cc1nc2nc(SCC(=O)c3ccccc3)[nH]c2cc1Br	22	-14	0	-12	0	0	1.0	0.9	0.5
Cn1c(-c2sc(=S)n(-c3ccccc3)c2N)nc2ccccc21	1	14	12	-7	-35	-9	-1.5	0.5	0.6
CC(C)(C)N(NC(=O)OCc1ccccc1)C(=O)c1ccccc1Cl	14	4	-3	-16	1	3	1.2	0.0	-0.6
COn1c(-c2ccc(Cl)cc2Cl)nc2ncccc21	1	-6	-7	11	1	-14	-1.7	0.5	-1.3
CCSc1nnc(C)c(=O)n1COC(=O)c1ccc(S(=O)(=O)N2CCCC2)cc1	7	-1	4	-8	-3	-6	-0.5	-0.1	1.2
Cc1ccc(NC(=S)N(C)Cc2cn(C)c3ccccc23)cc1	-4	1	23	-3	3	14	-0.1	0.3	-1.1
Cc1onc(-c2c(F)cccc2Cl)c1C(=O)OCC(=O)NCc1ccco1	8	-30	16	-7	3	2	-0.2	-0.9	-0.9
COc1ccccc1NCCC(=O)OCC(=O)NCc1ccco1	-8	23	-7	-3	-5	-4	-3.0	-0.8	-0.6
CN(/N=C/c1ccc(O)cc1O)c1nc(-c2ccccc2)cc(-c2ccccc2)n1	20	-15	54	-6	-4	0	3.7	1.0	0.4
CC(C)CC(=O)NC(=S)Nc1ccc(N2CCCC2)c(Cl)c1	9	-16	14	-11	-5	-10	3.2	0.4	0.6
COc1cc(OC)cc(C(=O)N2CCN(C(=O)c3ccc(OC)c(OC)c3)CC2)c1	1	4	-14	9	2	-13	0.4	-0.4	-0.6
CCCCn1c(CNC(=O)C(C)(C)C)nc2ccccc21	-22	-7	34	-3	2	-9	1.7	-0.2	-0.3
CN(Cc1cnccn1)C(=O)CC1C(=O)NCCN1Cc1cccc(Oc2ccccc2)c1 (configuration not stated)	-6	-8	2	0	2	2	-1.0	0.1	-2.1
COc1ccc(C2C(C#N)=C(N)N(c3cccnc3)C3=C2C(=O)CC(C)(C)C3)cc1OC (configuration not stated)	33	5	-1	-2	-5	-6	4.0	-0.1	1.2
O=C1c2ccccc2NC2(CCCC2)N1O	-12	-6	11	-11	-3	-3	0.1	0.4	1.5
O=C(COc1ccc(Cl)cc1)NCc1nnc(SCC(=O)N2CCCc3ccccc32)o1	-2	-28	38	-3	-3	-10	-1.2	0.0	-0.7
CC(=O)C1(O)C(C)CC2C3CCC4CC(O)CCC4(C)C3=CCC21C (configuration not stated)	1	-6	33	-7	2	-19	0.9	0.7	1.6
O=C(CN1CCOCC1)Nc1ccc(NC(=O)CN2CCOCC2)c(Cl)c1	4	0	-5	-4	1	-9	1.3	0.9	-0.4
Cc1cccc(NC(=O)CN(C)S(=O)(=O)c2ccc(Cl)cc2)n1	5	8	34	6	-2	-9	-0.9	0.1	0.3
Cc1cc(=O)oc2cc(OC(C)C)ccc12	21	-22	-5	-6	-1	9	0.2	0.2	-0.1

Arranged by count of non-hydrogen atoms (high to low): some entries from above.
SMILES	PPC-1+TRAIL kill	EBV gp42 inh	CHOP inhibitor	NCF1 inh	Runt-SMMHC FRET	Mdm2 ligase inh	TNF death inh	TRPML3 ag	TRPN1 ag
CN(Cc1cnccn1)C(=O)CC1C(=O)NCCN1Cc1cccc(Oc2ccccc2)c1 (configuration not stated)	-6	-8	2	0	2	2	-1.0	0.1	-2.1
O=C(COc1ccc(Cl)cc1)NCc1nnc(SCC(=O)N2CCCc3ccccc32)o1	-2	-28	38	-3	-3	-10	-1.2	0.0	-0.7
COc1cc(OC)cc(C(=O)N2CCN(C(=O)c3ccc(OC)c(OC)c3)CC2)c1	1	4	-14	9	2	-13	0.4	-0.4	-0.6
CCSc1nnc(C)c(=O)n1COC(=O)c1ccc(S(=O)(=O)N2CCCC2)cc1	7	-1	4	-8	-3	-6	-0.5	-0.1	1.2
O=C(CN1CCOCC1)Nc1ccc(NC(=O)CN2CCOCC2)c(Cl)c1	4	0	-5	-4	1	-9	1.3	0.9	-0.4
CC(=O)C1(O)C(C)CC2C3CCC4CC(O)CCC4(C)C3=CCC21C (configuration not stated)	1	-6	33	-7	2	-19	0.9	0.7	1.6
COc1ccccc1NCCC(=O)OCC(=O)NCc1ccco1	-8	23	-7	-3	-5	-4	-3.0	-0.8	-0.6
Cc1ccc(NC(=S)N(C)Cc2cn(C)c3ccccc23)cc1	-4	1	23	-3	3	14	-0.1	0.3	-1.1
CC(C)CC(=O)NC(=S)Nc1ccc(N2CCCC2)c(Cl)c1	9	-16	14	-11	-5	-10	3.2	0.4	0.6
CCCCn1c(CNC(=O)C(C)(C)C)nc2ccccc21	-22	-7	34	-3	2	-9	1.7	-0.2	-0.3
O=C1c2ccccc2NC2(CCCC2)N1O	-12	-6	11	-11	-3	-3	0.1	0.4	1.5
